Source: PubChem BioAssay (Sanford-Burnham Center for Chemical Genomics)
SENP8 block: human SENP8 protease inhibitors, primary screen, biochemical, fluorescence, Nedd8 protein substrate, uHTS. Sentrin-specific protease 8 (Homo sapiens), Q96LD8. recombinant SENP8. inhibition, % at 20 µM. actives 0.64% (n = 360,000). AID 602440, 2012; in the data active = inhibition mostly above about 40%, no sharp cut-off; inactive = mostly below about 27%
MPTP block: mitochondrial permeability transition pore inhibitors, primary screen, biochemical, isolated mouse mitochondria, absorbance. AID 602449, 2012. Ca2+ swelling absorbance, 30 min. actives 1.4% (n = 360,000). inhibition, % at 10 µM;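 active = inhibition of 50% or more, scaled per plate between neutral and stimulator controls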;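 also: 0% = DMSO wells given calcium and 100% = 1 mM EGTA wells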
ATG4B inhibitor: ATG4B protease inhibitors, primary screen, biochemical, fluorescence, uHTS; Cysteine protease ATG4B (Homo sapiens), Q9Y4P1; ATG4B cleavage of LC3-PLA2, NBD-HPC fluorescence, 1 h; inhibition, % at 8.33 µM; actives 0.51% (n = 340,000); AID 504462, 2011; in the data active = inhibition above about 40%
PfG6PD inh: PfG6PD enzyme inhibitors, primary screen, biochemical, fluorescence intensity, uHTS | glucose-6-phosphate dehydrogenase-6-phosphogluconolactonase (Plasmodium falciparum 3D7) | PfGluPho enzyme, NADPH resazurin-diaphorase fluorescence | inhibition, % at 20 µM | AID 504690, 2011 | actives 0.78% (n = 350,000);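 active = inhibition reaching at least a set limit at 20 µM in the primary screen, cut at about 59% in these data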;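 also: 0% = DMSO wells with substrate and 100% = DMSO wells lacking glucose-6-phosphate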
SENP6 inh: SENP6 protease inhibitors, primary screen, biochemical, luminescence, uHTS; Sentrin-specific protease 6 (Homo sapiens), Q9GZR1; Recombinant SENP6 catalytic domain, aminoluciferin luminescence; inhibition, % at 10 µM; actives 1.8% (n = 330,000); AID 2599, 2010;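 active = inhibition above about 50% at the single tested dose, limit read from the data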;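 also: plate controls were DMSO wells with enzyme for no effect and DMSO wells lacking enzyme for full effect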
Target sequence (Q9GZR1 628-1112 limits assumed): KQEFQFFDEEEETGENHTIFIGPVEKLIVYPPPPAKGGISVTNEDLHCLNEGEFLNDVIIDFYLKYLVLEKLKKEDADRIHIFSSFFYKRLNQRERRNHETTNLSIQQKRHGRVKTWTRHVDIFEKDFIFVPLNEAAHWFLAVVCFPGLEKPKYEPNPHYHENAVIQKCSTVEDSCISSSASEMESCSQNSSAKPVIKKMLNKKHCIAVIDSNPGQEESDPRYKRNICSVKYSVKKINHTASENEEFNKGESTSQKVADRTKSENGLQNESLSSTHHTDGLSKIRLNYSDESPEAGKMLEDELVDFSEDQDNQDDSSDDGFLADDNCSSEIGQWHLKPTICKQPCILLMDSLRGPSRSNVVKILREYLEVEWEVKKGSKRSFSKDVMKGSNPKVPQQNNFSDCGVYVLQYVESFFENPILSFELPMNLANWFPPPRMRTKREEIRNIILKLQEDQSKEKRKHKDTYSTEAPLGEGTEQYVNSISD
hIAP activ: human IAP activators, primary screen, biochemical, luminescence, uHTS; activation factor at 10 µM; purified human IAP, CDP-Star luminescence, 30 min; stronger effect = higher value; 1 = vehicle-only enzyme, 0 = enzyme-free background; actives 0.16% (n = 330,000); AID 2524, 2010;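 active = activation factor of the enzyme at least 2-fold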; also: the source names both 10 and 20 µM as test concentration; values of inactives mirror those of a sister screen read the other way
Target sequence (P09923 whole entry, looked up): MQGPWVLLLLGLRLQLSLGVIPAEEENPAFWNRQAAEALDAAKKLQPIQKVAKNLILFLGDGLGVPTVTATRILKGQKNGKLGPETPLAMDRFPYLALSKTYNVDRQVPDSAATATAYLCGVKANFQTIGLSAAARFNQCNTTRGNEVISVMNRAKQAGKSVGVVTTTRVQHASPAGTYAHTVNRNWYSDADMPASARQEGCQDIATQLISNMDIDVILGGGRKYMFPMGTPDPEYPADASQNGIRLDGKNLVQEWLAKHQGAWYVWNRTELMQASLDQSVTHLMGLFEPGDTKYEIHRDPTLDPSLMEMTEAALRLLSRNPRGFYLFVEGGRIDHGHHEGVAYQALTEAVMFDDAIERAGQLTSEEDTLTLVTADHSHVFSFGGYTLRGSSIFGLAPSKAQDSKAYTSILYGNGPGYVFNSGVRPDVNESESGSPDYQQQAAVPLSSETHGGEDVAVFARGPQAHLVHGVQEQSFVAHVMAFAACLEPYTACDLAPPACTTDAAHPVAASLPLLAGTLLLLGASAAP
NR3A LBD binder: binders of NR3A ligand-binding domain, primary screen, biophysical, differential scanning fluorimetry, uHTS; NR3A LBD differential scanning fluorimetry, Tm shift; 0% = protein alone, 100% = glycine-bound protein; Glutamate receptor ionotropic, NMDA 3A (GRIN3A) ligand-binding domain; Tm shift relative to glycine control, % at 25 µM; actives 2.5% (n = 340,000); AID 1259313, 2017;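 active = melting temperature shift of at least 10% of the positive control shift, at one fixed dose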
SENP1 FRET inh: human SENP1 catalytic domain inhibitors, primary screen, biochemical, FRET, uHTS; recombinant SENP1 catalytic domain, CyPet-SUMO1-YPet FRET cleavage; inhibition, % at 10 µM; actives 0.21% (n = 360,000); AID 624204, 2012;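 active = inhibition at least 30% at 10 µM, raw YFP signal under a set limit, fluorescence ratio 0.5 to 1.5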;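 also: 0% = enzyme with DMSO and 100% = no enzyme wells; some results filed as inactive read as strong as hits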
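Material: hSENP1 catalytic domain, recombinant; medium: Tris pH 8 with BME, BSA, NP40 and catalase; compound: single concentration of 10 µM compound, 0.5% DMSO final; technique: FRET read of cyan and yellow fluorescence; timing: 50 min enzyme reaction, room temperature, light-protected; reagent: SFCypet-SUMO1-SFYpet substrate at 25 nM; control set: no-enzyme low, enzyme-DMSO high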
Numbers without * were called inactive; . = no result given.

SMILES | SENP8 block | MPTP block | ATG4B inhibitor | PfG6PD inh | SENP6 inh | hIAP activ | NR3A LBD binder | SENP1 FRET inh
Brc1cccc(/C=N/Nc2nn[nH]n2)c1 | 3 | 0.9 | -4 | 16 | -6 | 1 | 0 | 1
Cc1ccc(NS(=O)(=O)c2ccc(NS(=O)(=O)c3cccs3)cc2)cc1 | 15 | 2.6 | -10 | -19 | -32 | 1 | -3 | 0
N#C/C(=C\c1ccncc1)C(N)=O | -2 | -1.0 | 5 | 5 | -5 | 1.1 | -1 | -1
CN=c1scc(C)n1/N=C/c1ccc(O)c(O)c1O | 14 | 1.3 | -9 | 88* | 26 | 1.2 | -22 | -1
CC(CC(=O)NC1CCSC1=O)c1ccccc1 (configuration not stated) | 14 | -1.2 | -3 | -3 | 5 | 0.92 | 1 | -2
CCOc1cccc2sc(N(CCN(CC)CC)C(=O)c3cccc([N+](=O)[O-])c3)nc12 | 9 | -0.1 | 3 | 2 | -8 | 0.93 | -1 | 2
COc1ccc(NC(=O)Cc2c[nH]c3ccccc23)cc1S(=O)(=O)N1CCCCC1 | 11 | 0.3 | -19 | 16 | -10 | 1.1 | -16 | 0
COC1C(C)=C(C)C(=O)N1Cc1ccc(F)cc1 (configuration not stated) | 6 | 2.0 | 4 | -9 | -4 | 0.91 | 1 | 0
Cc1cc(C)nc(N/N=C/c2cc3c(cc2[N+](=O)[O-])OCO3)n1 | 23 | 1.6 | 1 | -13 | -2 | 1 | -1 | 1
CCOc1cc2[nH]c(=O)n(CCCCC(=O)NC3CCCCCC3)c(=O)c2cc1OCC | -104 | 0.1 | 7 | 3 | 13 | 0.95 | 0 | 0
O=C(Nc1cccnc1)c1ccc(Br)s1 | 12 | -1.1 | 3 | 14 | 11 | 1.1 | -7 | 0
CCn1c(=O)c(=O)[nH]c2cc(C(=O)N3CCN(Cc4ccc5c(c4)OCO5)CC3)ccc21 | -46 | -2.0 | -5 | -7 | -4 | 1.1 | -2 | 1
COc1ccc(NC(=O)c2nnn(CC(=O)Nc3ccc4c(c3)OCO4)c2N)cc1OC | 14 | -0.1 | -5 | 3 | -1 | 1.1 | -1 | 0
COc1ccc(Cc2nnc(NC(=O)c3ccc(C)cc3)s2)cc1OC | 19 | 0.2 | 4 | 4 | -13 | 1.2 | -1 | -2
COc1ccccc1C(=O)C(O)c1ccccc1OC (configuration not stated) | 16 | 3.0 | 4 | 0 | -11 | 1.2 | 0 | 2
COc1ccc(NC(C)C(=O)Nc2ccc(C#N)cc2)cc1Cl (configuration not stated) | 12 | 14 | -7 | 5 | -11 | 1.2 | -8 | 2
COc1ccc(Br)cc1S(=O)(=O)Nc1cccc(C)n1 | -214 | 0.2 | -3 | -5 | 2 | 0.92 | 0 | 2
COc1ccc(/C=C2/SC(=O)N(CC(=O)NCCC(C)C)C2=O)cc1OC | -72 | 0.0 | 2 | -5 | -2 | 1.1 | -1 | -125
Cc1cc(C)cc(NC(=O)COC(=O)CCn2c(C)csc2=O)c1 | 6 | -1.1 | -4 | -10 | -12 | 1.2 | 2 | 2
CC(=O)Nc1ccc(NC(=S)NC(=O)c2ccc(-c3ccccc3)cc2)cc1 | 38 | 16 | -12 | 13 | -2 | 0.81 | 9 | -1
COc1ccccc1NC(=O)Cn1nnc(C(=O)NCc2ccc3c(c2)OCO3)c1N | 3 | -2.0 | -9 | 4 | -3 | 0.98 | -1 | 0
O=C(NCCN1CCOCC1)c1cc(-c2ccc(F)cc2)nc2ccccc12 | -218 | -0.7 | 5 | -6 | -4 | 0.86 | 0 | 0
CCCCOc1ccc(-c2nnc(N)s2)cc1 | -37 | 0.0 | -8 | 6 | 21 | 0.99 | 4 | 1
FC(F)(F)c1ccc(Cl)c(NC(=S)N/N=C/c2ccccc2C(F)(F)F)c1 | 20 | 3.0 | 3 | -8 | 8 | 1.2 | -1 | 1
CCOc1cc(CNC2CCCC2)cc(Cl)c1OCc1ccccc1 | 21 | 68* | -3 | -13 | 0 | 0.92 | -1 | 0
Other records.
SMILES | SENP8 block | MPTP block | ATG4B inhibitor | PfG6PD inh | SENP6 inh | hIAP activ | NR3A LBD binder | SENP1 FRET inh
COc1ccccc1C(=O)OCC(=O)Nc1ccccc1OC(F)F | 12 | 0.9 | -6 | -9 | -10 | 1.2 | -2 | 0
N#CC1=C(N)Oc2nc(-c3ccccc3)[nH]c2C1c1cccnc1 (configuration not stated) | 37 | -0.5 | 0 | 1 | -2 | 1.2 | 0 | 0
O=C(N/N=C/c1ccccn1)c1cc(C2CC2)nc2ccccc12 | -3 | 0.2 | -4 | 4 | -4 | 1.1 | -2 | 0
CCN(CC(=O)Nc1c(F)cccc1F)C(=O)CSCc1c(C)noc1C | 17 | -1.9 | 3 | 12 | 1 | 1.1 | 4 | 0
CCOC(=O)CNS(=O)(=O)c1cc(-c2n[nH]c(=O)c3ccccc23)ccc1C | 23 | -0.4 | -14 | 12 | . | . | 1 | 1
O=C(CCc1ccccc1)N1CCN(c2ccccn2)CC1 | -5 | 1.0 | 11 | -12 | -10 | 1.1 | -16 | -15
O=C(O)CSc1nc(-c2ccccc2)nc2c1CCCC2 | 22 | 3.6 | -6 | 6 | -2 | 0.96 | 0 | 1
CC(C)c1cc(C(=O)N/N=C/c2cccnc2)cs1 | 18 | -0.7 | -11 | 9 | 2 | 0.91 | 0 | 2
O=C(CNC(=O)c1ccc2c(c1)OCO2)N/N=C/c1cc(Br)ccc1O | -211 | 1.0 | -6 | -12 | -2 | 1.5 | -4 | -57
CC(c1ccco1)N(C(=O)c1ccc(C(F)(F)F)cc1)c1ccccn1 (configuration not stated) | 12 | 1.1 | -4 | 4 | -10 | 1.1 | 1 | -1
CCOC(=O)C1=C(C)NC(=O)NC1c1ccc(OCC(N)=O)cc1 (configuration not stated) | 30 | -5.1 | 9 | -11 | -7 | 1.1 | -1 | -1
COCC1CCN(C(=O)C2CCC(=O)N(CCc3ccc(Cl)cc3)C2)CC1 (configuration not stated) | 11 | -0.2 | 4 | 0 | 3 | 0.88 | -2 | 0
CCCn1c(N)c(C(=O)CSc2nc(C3CC3)n(-c3ccccc3)n2)c(=O)[nH]c1=O | 12 | -0.5 | 0 | 2 | 13 | 1.1 | 0 | -1
Cc1cc(C)c(C#N)c(SC(F)F)n1 | 22 | 0.6 | -1 | -9 | 10 | 0.97 | 3 | 4
COC(=O)C1CCN(C(=O)c2ccccc2Oc2ccccc2)CC1 | 4 | 1.9 | -5 | 0 | 9 | 1 | -1 | 0
O=c1[nH]c2c(=O)[nH]cnc2nc1-c1ccccc1 | -440 | 1.3 | 2 | -13 | -10 | 1.3 | 0 | -30
CCCS(=O)(=O)c1c(S(=O)(=O)CCC)c2ccccn2c1C(=O)OC | -120 | 2.3 | -1 | -2 | 2 | 1.1 | 0 | 1
CCC(C)N=Cc1c(NCc2ccco2)nc2c(C)cccn2c1=O (configuration not stated) | -77 | 2.4 | 23 | 5 | -12 | 1.1 | 3 | -20
COc1cc(/C=N/Nc2ccccc2)ccc1O | -14 | -0.1 | -1 | 21 | 9 | 0.94 | 0 | -6
CCc1c(SCCC(=O)O)nc2ccccc2c1C | 2 | -4.2 | 4 | -9 | 6 | 1 | 2 | 0
O=C1CSC(c2cccs2)N1c1ccccc1 (configuration not stated) | 3 | -0.5 | 4 | -4 | 3 | 0.96 | 0 | 2
Cc1nn(-c2ccccc2)c2c1C(O)n1c(nc3ccccc31)S2 (configuration not stated) | -1 | 0.1 | 18 | 0 | -5 | 0.83 | -3 | 3
CC(=O)Nc1ccc2c(CSc3nnc(N)s3)cc(=O)oc2c1 | -318 | 1.9 | 4 | 22 | -6 | 0.93 | -1 | -36
COc1ccc(S(=O)(=O)N(C)C[C@H]2Oc3c(NC(=O)NC4CCCCC4)cccc3C(=O)N([C@H](C)CO)C[C@@H]2C)cc1 | 12 | -1.3 | -15 | -4 | 8 | 1.1 | -4 | 0
COc1ccc(S(=O)(=O)Nc2ccc3c(c2)OCO3)cc1C(=O)O | 3 | -0.1 | -3 | -4 | -9 | 0.95 | 0 | 3
Additional compounds:
SMILES | SENP8 block | MPTP block | ATG4B inhibitor | PfG6PD inh | SENP6 inh | hIAP activ | NR3A LBD binder | SENP1 FRET inh
O=C(CCc1c[nH]c2ccccc12)NCCc1ccc(O)cc1 | 16 | -1.0 | -8 | 12 | 13 | 0.99 | -2 | 1
COc1cccc(N2CC(NS(=O)(=O)c3ccc(Cl)cc3)CC2=O)c1 (configuration not stated) | 12 | -0.5 | -11 | 17 | -1 | 1 | 2 | 2
CC(=C/c1ccccc1)/C=N/n1c(-c2ccco2)n[nH]c1=S | 16 | 6.9 | -2 | 11 | -19 | 1 | 1 | 1
O=C(NCc1ccccc1Cl)C1CCCN1S(=O)(=O)c1ccc(F)cc1 (configuration not stated) | 10 | -0.8 | 6 | -12 | -4 | 1 | 2 | 2
CC1CCCC(C)N1CCCNC(=O)C1CCCN(S(=O)(=O)N2CCCCC2)C1 (configuration not stated) | 20 | -0.2 | . | 13 | . | . | . | -17
CCSc1nc(N)nc2c1ncn2C1OC(CO)C(O)C1O (configuration not stated) | -58 | 1.2 | 4 | -12 | . | . | 0 | 0
Cc1cccc(-c2nnc(SCc3nc4ccccc4[nH]3)n2Cc2ccco2)c1 | -42 | -3.5 | 4 | -8 | -4 | 1.8 | -1 | -12
O=C(NCCc1ccccc1)C1CC(c2ccccc2O)=NO1 (configuration not stated) | 11 | -1.0 | -19 | -7 | -15 | 0.86 | 1 | 1
CC1(C)OC2COC(c3[nH]nc4c(=O)[nH]c(=O)[nH]c34)C2O1 (configuration not stated) | 12 | -0.8 | . | 0 | . | . | . | 0
O=C(C1CCC1)N1CCc2cc(S(=O)(=O)N3CCCCC3)ccc21 | 18 | -0.2 | 3 | -15 | -17 | 1.1 | -3 | 3
O=C(Nc1cccc(F)c1)C1CCCCC1 | 21 | -0.7 | -4 | -7 | -7 | 0.95 | -1 | -3
Nc1cc2ccccc2oc1=O | 8 | 4.5 | -1 | 14 | -7 | 1.1 | 0 | 2
CCCN1CCN(C(=O)c2ccc(CS(=O)c3ccc(Br)cc3)o2)CC1 (configuration not stated) | 15 | -1.6 | . | -15 | . | . | . | 1
Cn1ncc(Cl)c1C(=O)N1CCN(S(=O)(=O)c2ccc(Cl)s2)CC1 | 10 | 1.6 | -8 | -1 | -5 | 0.87 | 2 | 0
C/C(CC(=O)NCCCN1CCOCC1)=N\NC(=O)COc1ccc(C)cc1 | 10 | 0.8 | -17 | 6 | -9 | 1.1 | -1 | 0
